CYP2C19 inhib = blockers of cytochrome P450 2C19 activity – biochemical, luminescence, ADME assay, primary screen; P33261; CYP2C19 Supersomes, luciferin-H EGE luminescence, 30 min; inhibition, % at 5 µM; hit rate 21% among 96,000; AID 778, 2007;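 active means CYP2C19 inhibition above a set limit at 5 µM in the primary screen, cut at about 50% in these data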;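 further: plate controls were negative control wells for no effect and 2.5 mM tranylcypromine positive control for full effect; values of inactives mirror those of a sister screen read the other way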
Target sequence (P33261 whole entry, looked up): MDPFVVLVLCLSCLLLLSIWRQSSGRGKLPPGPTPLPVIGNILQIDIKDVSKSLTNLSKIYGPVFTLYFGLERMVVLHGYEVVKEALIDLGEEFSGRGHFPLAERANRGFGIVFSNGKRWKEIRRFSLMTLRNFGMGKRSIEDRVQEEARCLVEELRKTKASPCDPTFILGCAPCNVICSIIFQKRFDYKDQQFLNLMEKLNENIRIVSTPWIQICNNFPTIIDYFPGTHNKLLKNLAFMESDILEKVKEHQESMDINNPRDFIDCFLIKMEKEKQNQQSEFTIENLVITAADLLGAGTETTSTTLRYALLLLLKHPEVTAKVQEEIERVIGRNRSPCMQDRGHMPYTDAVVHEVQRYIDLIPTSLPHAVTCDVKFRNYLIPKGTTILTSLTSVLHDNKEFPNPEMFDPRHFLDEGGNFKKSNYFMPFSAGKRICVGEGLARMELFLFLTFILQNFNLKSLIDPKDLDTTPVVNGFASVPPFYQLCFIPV
hDAT+cocaine = changed hDAT dopamine uptake under cocaine IC80, either direction, primary screen, cocaine antagonist project, cell-based, LLC-PK1 hDAT, [14C]-dopamine uptake, MLSMR | Sodium-dependent dopamine transporter (Homo sapiens), Q01959 | LLC-PK1 hDAT cells, [14C]-dopamine uptake with cocaine IC80; actives deviate in either direction | B-score at 10 µM | hit rate 1.3% among 110,000;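 active means Z score or B-score, a plate-position-corrected score, falls beyond the plate's 99.7% confidence bounds, in either direction; inactive means both scores lie inside the 99.7% bounds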;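 further: scored against the spread of the other compound wells on the same plate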
Target sequence (Q01959 whole entry, looked up): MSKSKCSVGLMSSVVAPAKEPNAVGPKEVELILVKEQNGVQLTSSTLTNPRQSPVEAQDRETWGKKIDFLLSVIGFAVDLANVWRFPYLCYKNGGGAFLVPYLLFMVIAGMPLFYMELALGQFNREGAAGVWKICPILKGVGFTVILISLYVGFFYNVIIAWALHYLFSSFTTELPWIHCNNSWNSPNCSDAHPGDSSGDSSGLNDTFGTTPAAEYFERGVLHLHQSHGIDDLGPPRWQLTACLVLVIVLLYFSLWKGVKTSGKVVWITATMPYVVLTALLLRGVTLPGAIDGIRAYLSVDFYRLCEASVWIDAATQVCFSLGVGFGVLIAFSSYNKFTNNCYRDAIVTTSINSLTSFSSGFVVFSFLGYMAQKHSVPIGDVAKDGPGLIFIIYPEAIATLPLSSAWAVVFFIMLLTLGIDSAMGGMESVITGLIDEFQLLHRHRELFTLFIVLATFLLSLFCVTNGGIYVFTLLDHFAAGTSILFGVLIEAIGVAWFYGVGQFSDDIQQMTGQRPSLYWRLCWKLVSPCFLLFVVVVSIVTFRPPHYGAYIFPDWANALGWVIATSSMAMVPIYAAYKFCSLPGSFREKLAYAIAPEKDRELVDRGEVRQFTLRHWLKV
VCAM1 TNFa inh = inhibitors of TNFa-induced VCAM1 expression, primary screen, imaging, HUVEC, TNFa stimulus, immunofluorescence; AID 802, 2007; HUVEC TNFa-induced VCAM-1 immunofluorescence, high-content imaging; inhibition, % at 2 µM; hit rate 0.48% among 95,000;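 active means inhibition above the batch mean plus 3 SD, with images confirmed as a hit by eye, cut at about 37% in these data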;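 further: 0% = TNF-stimulated DMSO wells and 100% = unstimulated control wells; not every result past the cut was called active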
CYP2C19 activ = human CYP2C19 activators, primary screen, biochemical, luminescence; 96,000 tested, under 10 active; recombinant CYP2C19, luciferin-H EGE luminescence; stronger effect = higher value; 0 = fully inhibited enzyme, 1 = untreated enzyme; activation factor at 5 µM; Cytochrome P450 2C19 (Homo sapiens), P33261;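 active means activation factor of at least 2 at 5 µM in the primary screen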;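 further: 0 = wells with 2.5 mM tranylcypromine and 1 = vehicle-only wells; values of inactives mirror those of a sister screen read the other way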
Calb biofilm kill = clotrimazole potentiators killing Candida biofilms, primary screen, with clotrimazole, Alamar Blue; AID 834, 2007; hit rate 0.14% among 85,000; C. albicans biofilm + clotrimazole; inhibition, % at 6 µM;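 active means inhibition above 20%; inactive means inhibition below 20%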;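 further: preformed 24 hr biofilms exposed to compound for 48 hr; 0% = biofilm without compound and 100% = blank killed by clotrimazole plus chlorhexidine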
HUVEC tox TNFa = cytotoxicity in TNFa-stimulated HUVEC, primary screen, cytotoxicity control for VCAM1 expression modulator project, imaging, Hoechst nuclei count; AID 848, 2007; hit rate 0.17% among 93,000; HUVEC TNFalpha-stimulated, Hoechst cell count; cell count reduction, % at 2 µM;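 active means cell count reduction exceeding the screen mean by over 5 SD, scaled to untreated wells per plate, cut at about 78% in these data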;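 further: cells counted after 24 h of TNF alpha exposure following the 1 h pretreatment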
CYP2C9 inh = blockers of cytochrome P450 2C9 activity – biochemical, luminescence, ADME assay, primary screen; inhibition, % at 5 µM; hit rate 20% among 96,000; P11712; CYP2C9 Supersomes, luciferin-H conversion; AID 777, 2007;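 active means blocking of liver enzyme CYP2C9 beyond about 50% at 5 µM, limit read from the data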; further: values of inactives mirror those of a sister screen read the other way
IL1B cytotox = cytotoxicity in IL-1B stimulated HUVEC, primary screen, cytotoxicity control for IL-1B NFkB translocation project, imaging, Hoechst nuclear count, IL-1B stimulus; cell count reduction, % at 2 µM; AID 845, 2007; hit rate 0.41% among 94,000; HUVEC cell count loss;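 active means cell count reduction more than 3 SD above the screen-wide mean, cut at about 70% in these data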;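 further: normalized per plate to untreated control cells as the no-loss baseline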
CYP2C9 act = human CYP2C9 activators, primary screen, biochemical, luminescence; Cytochrome P450 2C9 (Homo sapiens), P11712; recombinant CYP2C9, luciferin-H conversion; stronger effect = higher value; factor 1 = untreated enzyme, 0 = blocked; activation factor at 5 µM; hit rate 1.4% among 96,000;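 active means activation factor of 2 or more for CYP2C9 at a 5 µM dose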;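 further: 0 = sulfaphenazole-blocked wells and 1 = vehicle-only wells; values of inactives mirror those of a sister screen read the other way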
Active calls of the source: *.

O=C(NCc1ccc(F)cc1)C(c1cccs1)N(C(=O)c1csnn1)C1CC1 (stereo unspecified) was read as CYP2C19 inhib 23, hDAT+cocaine 0.012, VCAM1 TNFa inh -9, CYP2C19 activ 0.8, Calb biofilm kill 5, HUVEC tox TNFa -18, CYP2C9 inh -14, IL1B cytotox 2 and CYP2C9 act 1.1.
COc1cc(C(=O)Nc2ccc3c(c2)OCCO3)c(-n2cnnn2)cc1OC was read as CYP2C19 inhib 14, hDAT+cocaine 0.45, VCAM1 TNFa inh 10, CYP2C19 activ 0.9, Calb biofilm kill 7, HUVEC tox TNFa -15, CYP2C9 inh 35, IL1B cytotox 1 and CYP2C9 act 0.7.
N#C/C(=N\Nc1ccc(Cl)cc1)C(=O)c1ccccc1 was read as CYP2C19 inhib 69*, hDAT+cocaine -1.5, VCAM1 TNFa inh -8, CYP2C19 activ 0.3, HUVEC tox TNFa -1, CYP2C9 inh 7, IL1B cytotox -17 and CYP2C9 act 0.9.
`CCc1ccc2c(CN3CCN(S(=O)(=O)c4ccc5c(c4)OCCO5)CC3)cc(=O)oc2c1` gave CYP2C19 inhib 46, hDAT+cocaine 0.031, VCAM1 TNFa inh -3, CYP2C19 activ 0.5, HUVEC tox TNFa -26, CYP2C9 inh 53*, IL1B cytotox -15 and CYP2C9 act 0.5.
For CCCCC(=O)NCCNc1nc2c(c(=O)n(C)c(=O)n2C)n1Cc1ccccc1 the results were CYP2C19 inhib 13, hDAT+cocaine 0.64, VCAM1 TNFa inh 37, CYP2C19 activ 0.9, Calb biofilm kill 8, HUVEC tox TNFa 19, CYP2C9 inh 24, IL1B cytotox -11 and CYP2C9 act 0.8.
For c1coc(CNc2c3c(nc4ncnn24)CCC3)c1 the results were CYP2C19 inhib -7, hDAT+cocaine 0.82, VCAM1 TNFa inh 4, CYP2C19 activ 1.1, Calb biofilm kill 4, HUVEC tox TNFa -33, CYP2C9 inh 88*, IL1B cytotox -8 and CYP2C9 act 0.1.
`COc1cc(C(=O)Nc2cccc(-c3nc4ccccc4o3)c2C)cc(OC)c1OC` gave CYP2C19 inhib 45, hDAT+cocaine 0.69, VCAM1 TNFa inh -15, CYP2C19 activ 0.5, Calb biofilm kill 1, HUVEC tox TNFa -15, CYP2C9 inh 31, IL1B cytotox -5 and CYP2C9 act 0.7.
`CCN1C(=O)CC(N2CCN(C(c3ccccc3)c3ccccc3)CC2)C1=O` (stereo unspecified) gave CYP2C19 inhib 7, hDAT+cocaine 0.99, VCAM1 TNFa inh 9, CYP2C19 activ 0.9, Calb biofilm kill 0, HUVEC tox TNFa 3, CYP2C9 inh 19, IL1B cytotox -33 and CYP2C9 act 0.8.
Screening CCC(C)N(C(=O)C(F)(F)F)C(C(=O)NC1CCCCC1)c1ccncc1 (stereo unspecified) returned hDAT+cocaine -0.73, VCAM1 TNFa inh 8, Calb biofilm kill 5, HUVEC tox TNFa -33 and IL1B cytotox -21.
O=C(O/N=C\c1ccc(N2CCCCC2)c([N+](=O)[O-])c1)c1ccc(Cl)cc1Cl was read as CYP2C19 inhib 18, VCAM1 TNFa inh 23, CYP2C19 activ 0.8, HUVEC tox TNFa 7, CYP2C9 inh 12, IL1B cytotox 5 and CYP2C9 act 0.9.

Continued (2 carried over from the part before).
Screening CCC(C)N(C(=O)C(F)(F)F)C(C(=O)NC1CCCCC1)c1ccncc1 (stereo unspecified) returned hDAT+cocaine -0.73, VCAM1 TNFa inh 8, Calb biofilm kill 5, HUVEC tox TNFa -33 and IL1B cytotox -21.
O=C(O/N=C\c1ccc(N2CCCCC2)c([N+](=O)[O-])c1)c1ccc(Cl)cc1Cl was read as CYP2C19 inhib 18, VCAM1 TNFa inh 23, CYP2C19 activ 0.8, HUVEC tox TNFa 7, CYP2C9 inh 12, IL1B cytotox 5 and CYP2C9 act 0.9.
`C=CCN1C(=O)C(C)(C)Nc2ccccc21` gave CYP2C19 inhib -5, hDAT+cocaine 0.15, VCAM1 TNFa inh -10, CYP2C19 activ 1.1, Calb biofilm kill 3, HUVEC tox TNFa -11, CYP2C9 inh -22, IL1B cytotox 13 and CYP2C9 act 1.2.
Screening CC(C)C(c1nnnn1CC1CCCO1)N1CCN(Cc2ccc3c(c2)OCO3)CC1 (stereo unspecified) returned CYP2C19 inhib 8, hDAT+cocaine 0.46, VCAM1 TNFa inh 13, CYP2C19 activ 0.9, Calb biofilm kill 7, HUVEC tox TNFa -2, CYP2C9 inh 3, IL1B cytotox 20 and CYP2C9 act 1.
`COc1ccc(-n2c(O)cnc2Nc2nc(C)cc(C)n2)cc1OC` gave CYP2C19 inhib 2, hDAT+cocaine 1.6, VCAM1 TNFa inh 1, CYP2C19 activ 1, Calb biofilm kill 8, HUVEC tox TNFa -3, CYP2C9 inh 2, IL1B cytotox -79 and CYP2C9 act 1.
For O=C(Nc1ccc2c(c1)OCO2)c1cccc(S(=O)(=O)N2CCCC2)c1 the results were CYP2C19 inhib 18, VCAM1 TNFa inh -4, CYP2C19 activ 0.8, Calb biofilm kill 5, HUVEC tox TNFa -3, CYP2C9 inh 7, IL1B cytotox -8 and CYP2C9 act 0.9.
Screening Cc1ccc(Cl)cc1NC(=O)C1CCCN(S(=O)(=O)c2c(C)noc2C)C1 (stereo unspecified) returned CYP2C19 inhib 4, hDAT+cocaine 0.71, VCAM1 TNFa inh -6, CYP2C19 activ 1, HUVEC tox TNFa 1, CYP2C9 inh 4, IL1B cytotox -11 and CYP2C9 act 1.
For O=C(NC1CCCC1)c1ccc(COCC(F)(F)C(F)F)o1 the results were CYP2C19 inhib 30, hDAT+cocaine 0.99, VCAM1 TNFa inh 5, CYP2C19 activ 0.7, Calb biofilm kill 3, HUVEC tox TNFa -23, CYP2C9 inh 11, IL1B cytotox 18 and CYP2C9 act 0.9.
Screening CC(C)=C(C#N)c1nc2ccccc2s1 returned CYP2C19 inhib 56*, hDAT+cocaine 0.17, VCAM1 TNFa inh -56, CYP2C19 activ 0.4, CYP2C9 inh 0, IL1B cytotox -11 and CYP2C9 act 1.
Screening Cc1ccc(S(=O)(=O)NC2CCC(C(=O)O)CC2)cc1 (stereo unspecified) returned CYP2C19 inhib 33, hDAT+cocaine -0.42, VCAM1 TNFa inh -15, CYP2C19 activ 0.7, Calb biofilm kill 4, HUVEC tox TNFa 0, CYP2C9 inh 18, IL1B cytotox -4 and CYP2C9 act 0.8.
Screening CCc1noc2c1/C(=N\O)CC(c1ccccc1)C2 (stereo unspecified) returned CYP2C19 inhib 76*, hDAT+cocaine -0.24, VCAM1 TNFa inh -5, CYP2C19 activ 0.2, Calb biofilm kill 3, HUVEC tox TNFa -10, CYP2C9 inh 72*, IL1B cytotox -3 and CYP2C9 act 0.3.
Screening c1ccc2sc(N3CN(CCN4CCOCC4)CN(c4nc5ccccc5s4)C3)nc2c1 returned CYP2C19 inhib 34, hDAT+cocaine 0.59, CYP2C19 activ 0.7, CYP2C9 inh 24 and CYP2C9 act 0.8.
CC1(C)Cc2ccccc2-c2nnc(-c3ccccc3)n21 was read as CYP2C19 inhib 19, hDAT+cocaine 0.29, CYP2C19 activ 0.8, CYP2C9 inh 38 and CYP2C9 act 0.6.
`Cn1cnnc1Sc1nc2c(c(=O)n(C)c(=O)n2C)n1Cc1ccccc1Cl` gave hDAT+cocaine 0.44, VCAM1 TNFa inh 10, Calb biofilm kill 1, HUVEC tox TNFa -10 and IL1B cytotox -8.
For COc1cccc2c1OCC1COc3c(c(=O)n(C)c(=O)n3C)C21 (stereo unspecified) the results were CYP2C19 inhib -1, hDAT+cocaine -0.01, VCAM1 TNFa inh -9, CYP2C19 activ 1, Calb biofilm kill -4, HUVEC tox TNFa 4, CYP2C9 inh -6 and CYP2C9 act 1.1.
Screening Cc1cc(C)c(C)c(S(=O)(=O)NCC(=O)O)c1C returned CYP2C19 inhib -1, hDAT+cocaine -0.33, VCAM1 TNFa inh 0, CYP2C19 activ 1, HUVEC tox TNFa -22, CYP2C9 inh 18, IL1B cytotox 5 and CYP2C9 act 0.8.
Screening O=C(CCCN1C(=O)c2ccccc2C1=O)Nc1ccccn1 returned hDAT+cocaine -0.17, VCAM1 TNFa inh -19, Calb biofilm kill 7, HUVEC tox TNFa -45 and IL1B cytotox -40.
`COc1ccc(OCCC(=O)N2CCCCC2)cc1` gave CYP2C19 inhib 85*, VCAM1 TNFa inh 3, CYP2C19 activ 0.1, Calb biofilm kill 7, HUVEC tox TNFa 7, CYP2C9 inh 14, IL1B cytotox 87* and CYP2C9 act 0.9.
Screening CCc1ccc(NC(=O)CCn2cccc2)cc1 returned CYP2C19 inhib 71*, hDAT+cocaine 0.16, VCAM1 TNFa inh 1, CYP2C19 activ 0.3, Calb biofilm kill 6, HUVEC tox TNFa 5, CYP2C9 inh 23, IL1B cytotox 6 and CYP2C9 act 0.8.
For O=C(NCCc1ccc(Cl)cc1)C1CCN(S(=O)(=O)N2CCC3(CC2)OCCO3)CC1 the results were CYP2C19 inhib 77*, hDAT+cocaine -0.034, VCAM1 TNFa inh 2, CYP2C19 activ 0.2, HUVEC tox TNFa -2, CYP2C9 inh 33, IL1B cytotox 34 and CYP2C9 act 0.7.
For O=C(Nc1cccc(Cl)c1)Nc1nnc(-c2ccccc2)o1 the results were CYP2C19 inhib 13, hDAT+cocaine 0.13, VCAM1 TNFa inh 4, CYP2C19 activ 0.9, Calb biofilm kill 2, HUVEC tox TNFa -11, CYP2C9 inh 9, IL1B cytotox 3 and CYP2C9 act 0.9.
For O=C(Cn1cc(C(=S)N2CCOCC2)c2ccccc21)N1CCOCC1 the results were CYP2C19 inhib -10, hDAT+cocaine 0.9, VCAM1 TNFa inh -12, CYP2C19 activ 1.1, Calb biofilm kill 6, CYP2C9 inh 1, IL1B cytotox -9 and CYP2C9 act 1.
Screening CCOC(=O)c1[nH]cnc1C(=O)NC1CCCCC1 returned CYP2C19 inhib 18, hDAT+cocaine -0.72, VCAM1 TNFa inh -17, CYP2C19 activ 0.8, Calb biofilm kill 2, HUVEC tox TNFa -4, CYP2C9 inh 28, IL1B cytotox -139 and CYP2C9 act 0.7.
Screening COC(=O)c1ccc(S(=O)(=O)N2CCCCC2)o1 returned CYP2C19 inhib 23, hDAT+cocaine -0.36, VCAM1 TNFa inh 13, CYP2C19 activ 0.8, Calb biofilm kill 0, HUVEC tox TNFa -15, CYP2C9 inh 5, IL1B cytotox 43 and CYP2C9 act 1.
Screening CCOn1c(SC(C)C)nc2ccccc2c1=O returned CYP2C19 inhib 0, hDAT+cocaine -0.3, VCAM1 TNFa inh 13, CYP2C19 activ 1, Calb biofilm kill 4, HUVEC tox TNFa -1, CYP2C9 inh 18, IL1B cytotox -86 and CYP2C9 act 0.8.

Screens (PubChem BioAssay)
